CSN inh: CSN deneddylation inhibition; Q92905; Purified CSN, SCF-Nedd8-OG deneddylation, fluorescence polarization; inhibition, % at 12.5 µM; actives 0.38% (n = 360,000);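 active means pattern-corrected inhibition above about 35%, with an unprinted fluorescence ratio check between 0.5 and 1.5, limit read from the data, passing the limit was not always enough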;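 further: 0% = enzyme with substrate and 100% = substrate without enzyme; some results filed as inactive read as strong as hits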
Target sequence (Q92905 whole entry, looked up, one chain of several): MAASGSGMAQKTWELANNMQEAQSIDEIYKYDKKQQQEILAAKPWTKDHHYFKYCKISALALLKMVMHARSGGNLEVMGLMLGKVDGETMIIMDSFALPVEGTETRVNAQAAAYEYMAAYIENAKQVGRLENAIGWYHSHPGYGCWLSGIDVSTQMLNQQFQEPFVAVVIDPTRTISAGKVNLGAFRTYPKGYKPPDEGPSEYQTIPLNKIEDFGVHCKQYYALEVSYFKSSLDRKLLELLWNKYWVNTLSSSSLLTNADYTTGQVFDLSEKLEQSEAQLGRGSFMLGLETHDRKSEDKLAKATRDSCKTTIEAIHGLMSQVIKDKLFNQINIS
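Schedule: reaction 90 min, room temperature / Assay system: HEK293T-derived human Csn5 enzyme / Input: Csn5 at 0.24 nM final / Measure: inhibition of Csn5 cleavage, % / Control set: substrate-only high control, full reaction low control / Technique: fluorescence polarization of the substrate / Buffer or medium: Tris/NaCl/DTT buffer, pH 7.5 / Reagent: SCFSkp2-Nedd8OG substrate at 10 nM final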
STEP inh: blocks human striatal-enriched tyrosine phosphatase | P54829 | recombinant STEP, OMFP fluorogenic substrate, fluorescence | inhibition, % at 20 µM | actives 0.25% (n = 360,000) | AID 588621;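 active means inhibition at 20 µM, scaled per plate between control wells, above about 37%, limit read from the data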;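 further: 0% = DMSO with enzyme and substrate and 100% = substrate only without enzyme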
Target sequence (P54829 whole entry, looked up): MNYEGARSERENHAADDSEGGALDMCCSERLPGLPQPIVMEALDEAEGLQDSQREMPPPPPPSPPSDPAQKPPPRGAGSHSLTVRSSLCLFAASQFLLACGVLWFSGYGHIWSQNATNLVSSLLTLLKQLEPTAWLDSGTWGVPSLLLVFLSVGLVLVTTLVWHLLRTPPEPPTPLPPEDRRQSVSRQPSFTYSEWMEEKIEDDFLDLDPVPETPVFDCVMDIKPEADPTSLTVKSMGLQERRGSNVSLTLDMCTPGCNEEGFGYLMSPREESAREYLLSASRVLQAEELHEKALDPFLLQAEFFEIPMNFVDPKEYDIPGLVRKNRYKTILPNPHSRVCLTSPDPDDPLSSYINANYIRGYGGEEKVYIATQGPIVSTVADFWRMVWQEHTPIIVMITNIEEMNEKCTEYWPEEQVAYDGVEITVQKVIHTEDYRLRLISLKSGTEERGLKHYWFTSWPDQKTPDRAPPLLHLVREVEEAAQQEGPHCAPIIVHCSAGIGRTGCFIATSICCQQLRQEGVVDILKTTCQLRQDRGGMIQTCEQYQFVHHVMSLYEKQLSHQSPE
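Assay system: isolated STEP enzyme. Buffer or medium: pH 6.0 Bis-Tris with DTT and Tween 20. Also added: fluorogenic phosphatase substrate OMFP at 25 µM final. Dosing: 20 µM, 1% DMSO. Timing: 20 min reaction, room temperature, in the dark. Measured by: fluorescence intensity, excitation 480 nm, emission 540 nm. Evaluation: normalized % inhibition.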
Rpn11 block: Rpn11 (human) deubiquitinase inhibition; O00487; human 26S proteasome, Ub4-pepOG fluorescence polarization; 20S core pre-blocked with epoxomicin; calls only at 20 µM; actives 0.59% (n = 360,000);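 active means inhibition at 20 µM, scaled to each plate's controls, above about 33%, limit read from the data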
SUMO1-SIM PPI: SUMO1-SIM interaction modulation | P63165 | SUMO1 binding to a labelled peptide, TR-FRET, 1 h | inhibition, % at 20 µM | actives 0.33% (n = 360,000) | AID 602429; in the data active means inhibition above about 37%
Scp-1 inhibitor: Scp-1 (human) phosphatase inhibition; Q9GZU7; Recombinant Scp1, phosphopeptide, malachite green phosphate absorbance; inhibition, % at 20 µM; actives 0.88% (n = 340,000);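 active means inhibition above about 50% at 20 µM, limit read from the data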;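 further: plate controls were DMSO wells with enzyme for no effect and wells lacking enzyme for full effect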
Target sequence (Q9GZU7 76-261 limits assumed): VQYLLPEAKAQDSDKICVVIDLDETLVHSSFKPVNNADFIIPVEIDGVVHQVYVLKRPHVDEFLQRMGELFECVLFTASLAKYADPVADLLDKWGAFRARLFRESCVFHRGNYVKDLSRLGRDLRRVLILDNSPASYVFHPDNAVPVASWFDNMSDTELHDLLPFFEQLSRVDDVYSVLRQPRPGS
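System: truncated SCP-1 phosphatase (76-261aa); medium: Tris acetate buffer pH 5.5 with MgCl2 and Tween-20; incubation: 45 min room-temperature reaction, 5 min colour, 30 min stabiliser; compound: single 20 µM dose, 1% DMSO; reagent: Phosphorylated 17-residue peptide substrate; read-out: % inhibition at 20 µM; technique: colorimetric free-phosphate detection, absorbance 630 nm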
Tb MetRS inh: blocks T. brucei methionyl-tRNA synthetase activity; inhibition, % at 11.9 µM; AID 624268; actives 0.4% (n = 360,000); purified T. brucei MetRS, ATP depletion, Kinase-Glo luminescence;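 active means inhibition above a per-plate cutoff of the control wells' mean inhibition plus 3 SD, cut at about 5.5% in these data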;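 further: 0% = DMSO wells median and 100% = median of wells with control inhibitor compound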
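Test system: purified T. brucei MetRS enzyme. Also added: ATP, methionine and E. coli bulk tRNA substrates. Compound: 11.9 µM single point. Schedule: 15 min enzyme-compound preincubation, 2 h reaction, 10 min detection, 25 °C. Signal: luciferase luminescence of residual ATP, Kinase-Glo. Evaluation: percent inhibition versus plate control medians. Controls: DMSO wells, low control.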
LMPTP block: LMPTP (human) inhibition; P24666; recombinant LMPTP-A, OMFP fluorogenic substrate, fluorescence intensity; inhibition, % at 20 µM; AID 651560; actives 0.22% (n = 360,000);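 active means compounds that cut the enzyme signal by at least half of the control window in the single-dose screen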;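 further: plate controls were DMSO wells with enzyme plus substrate for no effect and substrate without enzyme for full effect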
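test system = LMPTP-A | amount = 0.625 nM LMPTP-A final | reagent = fluorogenic phosphatase substrate OMFP at 400 µM final | incubation = 50 min at room temperature | benchmarks = no-enzyme low control, uninhibited high control | medium = Bis-Tris pH 6.0, DTT, detergent | signal = fluorescence intensity of OMFP turnover product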
MsrA inhibitor: inhibitors of bovine MsrA. purified bovine MsrA, absorbance read-out. actives 0.75% (n = 360,000). inhibition, % at 15.5 µM; in the data active means inhibition above about 4.5%;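 further: 0% = vehicle wells with enzyme and 100% = reference inhibitor wells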
NadD block: NadD (S. aureus) enzyme inhibition | inhibition, % at 20 µM | actives 0.78% (n = 360,000) | purified NadD enzyme, colorimetric absorbance read-out | AID 602399; in the data active means inhibition above about 26%; further: some compounds past the cut are filed as inactive
DNMT1 inh: inhibitors of human DNMT1 | DNMT1 molecular beacon, Hinp1I cleavage, fluorescence | actives 0.83% (n = 360,000) | P26358 | inhibition (reported as % activation of signal), % at 10 µM; in the data active means inhibition above about 50%
* = called active by the depositor; i = inactive; . = not tested or not shown; + = active, no number. Random draw from the library; 3.9% or so of the library scored in one or more.

cpd | molecule | CSN inh | STEP inh | Rpn11 block | SUMO1-SIM PPI | Scp-1 inhibitor | Tb MetRS inh | LMPTP block | MsrA inhibitor | NadD block | DNMT1 inh
1 | O=C(O)c1ccccc1/C=N/NC(=O)c1cc(-c2ccco2)nc2ccccc12 | 55 | 5 | i | 57* | 77* | -0.2 | 33 | 3.1 | 9 | 91*
2 | COc1ccc(C(=O)NCC2COc3ccccc3O2)cc1S(=O)(=O)N1CCOCC1 (centres undefined) | -4 | 0 | i | -5 | -8 | -0.6 | -0.4 | -0.7 | -1 | -2
3 | CCc1ccccc1NC(=O)c1cc(-c2ccc(OC)cc2)on1 | 1 | -2 | i | 0 | -17 | -0.6 | -3.7 | -1.5 | 7 | 5
4 | COc1cc(/C=N/NC(=O)C(Cc2c[nH]c3ccccc23)NC(=O)OCc2ccccc2)cc([N+](=O)[O-])c1O (centres undefined) | -5 | 1 | i | -3 | 17 | -0.2 | 1.4 | 5.8* | 42* | -21
5 | C/C(=N/NC(=O)c1cc(C2CC2)[nH]n1)c1cccs1 | 2 | 0 | i | -11 | -2 | 0.0 | -0.1 | 1.5 | 0 | -5
6 | COc1ccc(-c2cc(OC)c3ccccc3n2)cc1 | 2 | -3 | i | 1 | 0 | -1.2 | 30 | 1.1 | -2 | 3
7 | CCOC(=O)C1(CCOc2ccccc2)CCN(Cc2cc(OC)c3c(c2)OCO3)CC1 | 7 | 2 | i | 0 | -2 | 0.1 | 0.3 | -1.1 | -3 | -4
8 | CCOC(=O)Nc1ccc2c(c1)nc(CN1CCCCC1)n2C | 1 | -2 | i | 1 | . | -1.0 | -0.3 | . | -2 | -2
9 | O=C(N/C(=C\c1ccccc1)C(=O)N1CCOCC1)c1ccccc1Br | -3 | -1 | i | -1 | -5 | -0.5 | -0.3 | 0.3 | 0 | 1
10 | Cc1ccc(/C=N/NC(=O)c2nnn(-c3nonc3N)c2C(C)C)s1 | 4 | -1 | i | 0 | -7 | 0.4 | 0.8 | 2.3 | -7 | -3

Whole records from above.
COc1cc(/C=N/NC(=O)C(Cc2c[nH]c3ccccc23)NC(=O)OCc2ccccc2)cc([N+](=O)[O-])c1O (centres undefined) across the screens: CSN inh: -5; STEP inh: 1; Rpn11 block: i; SUMO1-SIM PPI: -3; Scp-1 inhibitor: 17; Tb MetRS inh: -0.2; LMPTP block: 1.4; MsrA inhibitor: 5.8*; NadD block: 42*; DNMT1 inh: -21
CCOC(=O)Nc1ccc2c(c1)nc(CN1CCCCC1)n2C across the screens: CSN inh: 1; STEP inh: -2; Rpn11 block: i; SUMO1-SIM PPI: 1; Scp-1 inhibitor: .; Tb MetRS inh: -1.0; LMPTP block: -0.3; MsrA inhibitor: .; NadD block: -2; DNMT1 inh: -2

Next part.
cpd | molecule | CSN inh | STEP inh | Rpn11 block | SUMO1-SIM PPI | Scp-1 inhibitor | Tb MetRS inh | LMPTP block | MsrA inhibitor | NadD block | DNMT1 inh
11 | Cc1ccc(C(=O)OCC(=O)NC(=O)c2ccc(C(C)(C)C)cc2)c(O)c1 | -4 | 2 | i | -3 | 0 | -0.3 | -1.7 | 0.3 | 6 | 4
12 | CC(C)CCn1nnnc1CN1CCN(C(c2ccccc2)c2ccccc2)CC1 | 2 | -1 | i | 1 | -11 | -0.7 | 2.3 | -0.4 | 1 | 2
13 | CCOc1ccccc1NC(=O)Nc1ccc(OC)nc1 | -8 | -3 | i | -1 | -6 | 0.1 | -0.3 | 0.9 | -8 | 0
14 | CC(=O)c1ccccc1Oc1ncnc(N)c1[N+](=O)[O-] | -1 | -2 | i | -26 | 2 | -1.4 | 0.3 | 1.6 | -5 | 3
15 | CC1CCc2c(nc3ncnn3c2NCCN(C)C)C1 (centres undefined) | -5 | -2 | i | 20 | 4 | -0.1 | -6.1 | -1.5 | -6 | 0
16 | O=C(Nc1c(-c2ccccc2)nc2c(Br)cc(Br)cn12)c1ccco1 | 0 | 4 | i | 0 | 2 | -0.2 | 0.2 | 2.4 | -2 | 8
17 | CCOC(=O)/C=C1\SCC(=O)N1CC(O)CN1C(=O)CS/C1=C\C(=O)OCC | 0 | 6 | i | -4 | 4 | 0.3 | 2.0 | . | 2 | -2
18 | O=C1C2C(C(=O)N1Cc1cccnc1)C1C=CC2C12CC2 (centres undefined) | -1 | -2 | i | 0 | 3 | -1.1 | 0.2 | -1.7 | -4 | 4
19 | CC(C)CCNC(=O)CN(C(=O)CCC(=O)Nc1nccs1)c1ccc2c(c1)OCCO2 | 2 | 0 | i | 8 | -10 | -0.7 | 0.4 | 1.6 | 4 | 0
20 | CCCCn1c(N)c(N(CC(C)C)C(=O)c2ccc(C)c(S(=O)(=O)N3CCCCC3)c2)c(=O)[nH]c1=O | 5 | 0 | i | 3 | 3 | -0.3 | -2.0 | 1.9 | 2 | 4
21 | COc1ccc(NC(=O)CN(C)C(=O)CCCc2nc3ccccc3c(=O)[nH]2)cc1 | 4 | 1 | i | 1 | -4 | 0.2 | -1.3 | 1.0 | -4 | 1
22 | Cc1oc(-c2ccc(Cl)cc2)nc1CS(=O)CC(=O)NC1CCCC1 (centres undefined) | 2 | -1 | i | -5 | -6 | -0.2 | 0.2 | 0.6 | -2 | 0
23 | Cc1cccc(NC(=O)CN2C(=O)NC(Cc3ccccc3)C2=O)c1 (centres undefined) | -3 | -2 | i | -5 | -10 | -1.2 | -1.7 | 0.7 | -4 | 0
24 | CCc1ccc(C(=O)OCC(=O)Nc2cccc(S(=O)(=O)NC3=NCCCCC3)c2)cc1 | -6 | 2 | i | 0 | -4 | 0.0 | 1.3 | -1.2 | -4 | 2
25 | OC1(c2ccccc2)c2ccccc2-c2ncccc21 (centres undefined) | 2 | -3 | i | 1 | -4 | 0.4 | 0.2 | -0.3 | 0 | -1
26 | O=C(NCc1ccc(Cl)cc1)C1CCN(S(=O)(=O)c2cc([N+](=O)[O-])ccc2Cl)CC1 | -1 | 2 | i | -10 | -6 | 0.5 | -5.0 | -0.5 | -4 | -6
27 | COc1ccc(-n2c(SCC(=O)Nc3nccs3)nnc2-c2ccccc2)cc1 | -3 | 1 | i | 1 | -6 | -0.3 | -1.3 | -1.3 | 2 | 1
28 | O=C1ON=C(c2ccc(Cl)c([N+](=O)[O-])c2)/C1=C/c1cccc([N+](=O)[O-])c1O | -4 | -1 | i | -6 | 35 | 0.0 | -2.0 | 0.9 | 7 | 0
29 | O=c1cc(-c2ccccc2[N+](=O)[O-])oc2ccccc12 | -2 | -1 | i | -25 | -5 | -0.8 | -1.1 | 1.4 | -7 | 0
30 | CCSc1nc2sc3c(c2c(=O)n1-c1ccccc1)CCN(C)C3 | 6 | 3 | + | -21 | -1 | 0.1 | 3.8 | 2.4 | 0 | 6
31 | CC1=NN(c2ccc(C)c(C)c2)C(=O)/C1=C\C=C\c1ccc([N+](=O)[O-])o1 | 4 | 3 | i | -6 | 65* | -1.0 | 5.5 | -0.6 | 11 | 91*
32 | CCOc1cc(OCC)cc(C(=O)N2CCC[C@H]2C(=O)N2CCC[C@H]2C(=O)NCc2cccc(OC)c2)c1 | 2 | . | . | -1 | . | -0.5 | -0.9 | -0.8 | 4 | .
33 | O=C1c2ccsc2SCCN1Cc1ccccc1Cl | 1 | 0 | i | 1 | -10 | -0.3 | 1.2 | 0.5 | -2 | 0
34 | O=S(=O)(Nc1cccc(-c2ccc(N3CCCCCC3)nn2)c1)c1ccc(F)cc1 | 1 | 3 | i | -14 | 1 | 0.4 | 3.4 | 1.5 | 14 | -5
35 | O=C(NNc1ccccc1)Nc1ccccc1F | 3 | -1 | i | 6 | 15 | -0.8 | 0.6 | 0.9 | 1 | 1
36 | CCN(CC)CC(=O)Nc1c(Br)ccc2c1OCO2 | -1 | 1 | i | -1 | 1 | 0.1 | -1.6 | -0.3 | -3 | 0
37 | COC(=O)COc1ccc(Oc2cc(C)nc(SC)n2)nn1 | 2 | -2 | i | -1 | -4 | 0.2 | -1.5 | . | -5 | 1
38 | CC1CCc2c(cnc3ncnn23)C1 (centres undefined) | -4 | 0 | i | 5 | -3 | -0.2 | -0.5 | -0.6 | -1 | 1
39 | Oc1ccc2ccccc2c1CN1CCCCC1 | 2 | -2 | i | -2 | -10 | -0.3 | -0.9 | 1.8 | 0 | -8
40 | Cc1cc(S(=O)(=O)Cc2noc(-c3c(C)noc3C)n2)c(C)cc1Cl | -5 | 1 | i | 4 | -10 | -0.5 | 1.9 | 1.0 | -2 | 5

Reformatted: two of the compounds above
36. CCN(CC)CC(=O)Nc1c(Br)ccc2c1OCO2
31. CC1=NN(c2ccc(C)c(C)c2)C(=O)/C1=C\C=C\c1ccc([N+](=O)[O-])o1
assay / compound	36	31
CSN inh	-1	4
STEP inh	1	3
Rpn11 block	i	i
SUMO1-SIM PPI	-1	-6
Scp-1 inhibitor	1	65*
Tb MetRS inh	0.1	-1.0
LMPTP block	-1.6	5.5
MsrA inhibitor	-0.3	-0.6
NadD block	-3	11
DNMT1 inh	0	91*

(listing goes on)
cpd | molecule | CSN inh | STEP inh | Rpn11 block | SUMO1-SIM PPI | Scp-1 inhibitor | Tb MetRS inh | LMPTP block | MsrA inhibitor | NadD block | DNMT1 inh
41 | CCOc1ccccc1C=NNc1ccc([N+](=O)[O-])cn1 | 2 | 3 | i | 20 | -10 | -0.2 | -0.6 | -0.6 | 4 | 5
42 | CCn1cc(C(=O)O)c(=O)c2cnc(N3CCN(C(=S)Nc4ccccc4)CC3)nc21 | 8 | 1 | i | 13 | -7 | -0.9 | 1.5 | -0.9 | 6 | -5
43 | O=C(CCNC(=O)c1ccc(Br)cc1)NCC(c1ccco1)N1CCCCC1 (centres undefined) | 1 | 3 | i | -3 | -9 | -0.3 | -0.9 | 1.8 | -3 | 3
44 | Nc1cccc2c1C(=O)N(Cc1cccc(Cl)c1)C2=O | -11 | -1 | i | -17 | -11 | -0.3 | -0.2 | 1.9 | -12 | 0
45 | O=C(c1cccc(OC2CCN(C3CCCC3)CC2)c1)N1CCCCCCC1 | -7 | 4 | i | 4 | -14 | 0.1 | -2.8 | -0.2 | -8 | 2
46 | C[C@H](CO)N1C[C@H](C)[C@@H](CN(C)C(=O)NC2CCCCC2)Oc2ccc(NS(C)(=O)=O)cc2C1=O | -1 | -3 | i | 3 | 46 | -0.4 | -2.1 | -1.0 | 0 | 5
47 | CCC(C)(C)NC(=O)/C=C/c1ccccc1[N+](=O)[O-] | 2 | -2 | i | -14 | -1 | -1.9 | -1.1 | -0.5 | 0 | 7
